Source: PubChem
ELG1 genotox: genotoxicity induction in ELG1-luciferase HEK293T cells. 330,000 compounds, 1.3% hits. Potency, µM (doses to about 46 µM), for the others: at the top dose activity change, positive = activation, actives largely listed as activators. HEK293T ELG1-luciferase reporter, luminescence, 16 h; further: potency means the concentration at half of the fitted maximal effect; % of control where 0% means no effect; nearly all actives have a fitted effect of over 60% in size
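Screening used a luciferase reporter fused to human ELG1 in HEK293T cells. Luminescence was read on a CCD plate imager after 16 hr exposure and 30 min ONE-Glo incubation.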
BRCA1 expr act: increases BRCA1 expression | Potency, µM (titrated, usually from 46.1 µM), for inactives: at the highest dose activation, actives largely listed as activators | 380,000 compounds, 1.1% hits | MCF7-BRCA1-FFLuc reporter, luminescence, 48 h; response scale: scaled: vehicle 0%, 10 µM genistein 100% | AID 624202; further: potency means the concentration at half of the fitted maximal effect; nearly all actives have a fitted effect of over 80% in size; some results filed as inactive show a strong effect at the top dose
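Cells: MCF7-BRCA1-FFLuc, 2000/well. Exposure: 48 h, 37 °C, 5% CO2. Read: luminescence, 15 min post-substrate. Controls: genistein 10 microM (maximal activation), DMSO (neutral).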
RORg inh: blocks mouse ROR gamma transcriptional activity. P51450. Drosophila S2 Gal4-RORgamma UAS-luciferase reporter, 20 h. Potency, µM (top dose mostly 53.6 µM), for inactives: at the top dose activity change, negative = inhibition, usual class: inhibitors. 310,000 compounds, 5.4% hits; further: potency means the concentration at half of the fitted maximal effect; on the % scale 0 is the no-effect control and ±100 the full control effect; nearly all actives have a fitted effect of over 60% in size
Target sequence (P51450 whole entry, looked up, the tested form may be a part): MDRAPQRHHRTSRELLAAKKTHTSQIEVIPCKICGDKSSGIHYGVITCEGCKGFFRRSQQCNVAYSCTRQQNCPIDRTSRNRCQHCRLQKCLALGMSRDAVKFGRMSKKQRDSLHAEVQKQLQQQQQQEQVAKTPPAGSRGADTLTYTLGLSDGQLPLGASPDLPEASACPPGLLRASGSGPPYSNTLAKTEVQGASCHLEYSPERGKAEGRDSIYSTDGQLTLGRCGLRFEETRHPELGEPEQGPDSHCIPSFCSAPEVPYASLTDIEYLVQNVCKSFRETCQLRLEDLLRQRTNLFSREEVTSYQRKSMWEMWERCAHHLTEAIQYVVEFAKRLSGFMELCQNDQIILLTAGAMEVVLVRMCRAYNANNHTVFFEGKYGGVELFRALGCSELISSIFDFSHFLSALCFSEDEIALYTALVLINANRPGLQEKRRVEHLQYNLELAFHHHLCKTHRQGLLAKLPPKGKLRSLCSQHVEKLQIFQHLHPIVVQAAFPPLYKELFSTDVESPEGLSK
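Drosophila S2 cells stably expressing Gal4-DBD/mouse RORγ fusion under metallothionein promoter plus UAS-luciferase; compound 1 h, then 700 uM CuSO4 induction for 20 h at ambient temperature; inhibition read as reduced luminescence.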
Giardia killer: kills Giardia lamblia; Giardia lamblia trophozoite viability; activity change, % at 7.66 µM, hits read low; 340,000 compounds, 0.15% hits; AID 540267; in the data active means activity change below about -80%; inconclusive means between about -30% and that limit;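 further: parasites exposed to compound for two days anaerobically before the ATP read; on the % scale 0 is the no-effect control and ±100 the full control effect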
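Anaerobic 48 hrs incubation at 37 deg C of 100 trophozoites/well with test compounds; ATPLite 1-Step luminescence, 15-30 min RT, reports cellular ATP as viability.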
Menin MLL FP TR: displaces Texas Red mutant MLL peptide from human menin | Menin + Texas Red MLL mutant peptide, fluorescence polarization | AID 1768 | 270,000 compounds, 0.23% hits | Potency, µM (highest dose often 61.6 µM), without a hit: top-dose FP activity change, negative = inhibition, actives largely listed as inhibitors | O00255; active means well fitted inhibition curve with a large enough effect in the polarisation, with a control signal flat, not every such curve was filed as active; inconclusive means small, poorly fitted or top-dose-only effect, or effect the other way, or a change in a side signal; inactive means no such curve, though single readings can be large or run the other way; the % refers to the polarisation; further: potency means the concentration at half of the fitted maximal effect; % of control where 0% means no effect; many of its hits are not listed in these tables
Target sequence (O00255 whole entry, looked up): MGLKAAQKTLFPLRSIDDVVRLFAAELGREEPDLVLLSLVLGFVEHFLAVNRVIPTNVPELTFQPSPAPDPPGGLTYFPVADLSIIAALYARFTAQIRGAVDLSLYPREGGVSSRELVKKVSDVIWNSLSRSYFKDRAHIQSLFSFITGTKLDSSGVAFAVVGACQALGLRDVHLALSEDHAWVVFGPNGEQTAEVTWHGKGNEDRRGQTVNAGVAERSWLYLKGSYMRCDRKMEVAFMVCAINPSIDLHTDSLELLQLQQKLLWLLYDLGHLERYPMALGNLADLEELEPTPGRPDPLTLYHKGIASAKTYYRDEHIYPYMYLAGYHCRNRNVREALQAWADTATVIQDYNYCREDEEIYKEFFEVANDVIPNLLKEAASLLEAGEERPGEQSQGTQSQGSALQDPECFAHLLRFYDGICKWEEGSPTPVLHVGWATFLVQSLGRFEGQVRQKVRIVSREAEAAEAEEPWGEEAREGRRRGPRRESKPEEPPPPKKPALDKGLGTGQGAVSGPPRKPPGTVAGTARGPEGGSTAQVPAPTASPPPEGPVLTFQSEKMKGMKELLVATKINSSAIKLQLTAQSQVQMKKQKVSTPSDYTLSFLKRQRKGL
Rab9 promoter act: Rab9 promoter activation | AID 485297 | Potency, µM (series often up to 9.22 µM), for the others: at the top dose activation, negative = inhibition, actives largely listed as activators | Huh7 Rab9 promoter-luciferase reporter, luminescence, 24 h | 320,000 compounds, 2.8% hits; further: potency means the concentration at half of the fitted maximal effect; % of control where 0% means no effect; nearly all actives have a fitted effect of over 60% in size
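Luminescence from Amplite-detected luciferase (10 minutes, ambient) reports Rab9 promoter activation. Before that, stable Rab9-luciferase Huh7 cells (1500/well, reduced-serum OP-MEM I plus 10% FBS) were exposed to compound for 24 hours at 37C.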
FLuc modulator: inhibits or activates purified firefly luciferase, miR-21 counter-screen; purified FLuc, Km substrates, luminescence inhibition; 360,000 compounds, 6.9% hits; Potency, µM (highest dose often 57.5 µM), for inactives: at the top dose activity change, negative = inhibition, most hits filed as inhibitors; AID 588342; P08659;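 further: potency means the concentration at half of the fitted maximal effect; plate controls were vehicle for no effect and reference inhibitor for full effect; nearly all actives have a fitted effect of over 55% in size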
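Purified P. pyralis luciferase, 10 nM final, with Km-level 10 uM D-luciferin and 10 uM ATP in 50 mM Tris acetate pH 7.5, 10 mM Mg acetate, 0.01% Tween-20, 0.05% BSA; 6-point qHTS titration about 60 µM downward; luminescence read.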
p53 reactivation: re-activators of mutant p53 | AID 504706 | Potency, µM (doses to about 92.2 µM), for the others: at the top dose activity change, positive = activation, most hits filed as activators | H1299 p53-A138V BP100-luciferase reporter, luminescence, 24 h | 320,000 compounds, 0.063% hits; further: potency means the concentration at half of the fitted maximal effect; % of control where 0% means no effect; nearly all actives have a fitted effect of over 45% in size
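p53-null H1299 cells stably carrying temperature-sensitive p53-A138V and a BP100-luciferase reporter were pinned with compounds (4-point, 1:5 series) and held 24 hrs at 37 deg C. Luminescence was read 10 min after detection reagent.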
PKM2 act: PKM2 (human) enzyme activation | P14618 | Potency, µM (series often up to 57.5 µM), inactives show at the top dose activation, most hits filed as activators | 260,000 compounds, 0.34% hits | AID 1631 | purified PKM2, Kinase-Glo ATP luminescence, activation; response scale: 0% is enzyme alone, no compound; further: potency means the concentration at half of the fitted maximal effect; on the % scale 0 is the no-effect control and ±100 the full control effect; nearly all actives have a fitted effect of over 55% in size
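Purified hPK-M2 (>95%) run at intermediate activity with 0.1 mM ADP and 0.5 mM PEP in 50 mM imidazole pH 7.2, KCl, MgCl2; 1 h room temperature. ATP formed read by Kinase-Glo luminescence; normalized to uninhibited and no-enzyme controls.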
Gal4-VP16 FLuc: inhibits Gal4-VP16 luciferase reporter, ROR gamma counter-screen; 310,000 compounds, 3.5% hits; Drosophila S2 Gal4-VP16 UAS-luciferase, luminescence, 20 h; Potency, µM (doses to about 53.6 µM), inactives show at the highest dose activity, negative = inhibition, actives largely listed as inhibitors;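 further: Gal4-VP16 expression switched on by copper sulfate through the metallothionein promoter; potency means the concentration at half of the fitted maximal effect; on the % scale 0 is the no-effect control and ±100 the full control effect; nearly all actives have a fitted effect of over 50% in size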
NPC1 promoter act: activates the NPC1 promoter; 320,000 compounds, 2.4% hits; Potency, µM (series often up to 9.22 µM), for the others: top-dose activation, hits mostly activators; Huh7 NPC1 promoter luciferase reporter, 24 h;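 further: potency means the concentration at half of the fitted maximal effect; % of control where 0% means no effect; nearly all actives have a fitted effect of over 60% in size; reporter is driven by a mutant NPC1 promoter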
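Luciferase expression driven by the NPC1 promoter was measured in stably transfected Huh7 cells after a 24 h compound incubation, using a luciferase reagent and a luminescence read.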
The depositor's hits bear a star; u = inconclusive; x = no result given; & = joins results of further samples; [ ] = dose if it differs, or a comment. Unless noted, the call rests on the fitted dose curve; in most records, active means well fitted curve in the direction sought with a large enough effect; inconclusive means small, poorly fitted or top-dose-only effect, or another doubt; inactive means no such curve, though single readings can be large; an effect the other way counts as inactive or inconclusive. These rows are one share of the data. The share of hits here may be higher or lower than overall.

SMILES | ELG1 genotox | BRCA1 expr act | RORg inh | Giardia killer | Menin MLL FP TR | Rab9 promoter act | FLuc modulator | p53 reactivation | PKM2 act | Gal4-VP16 FLuc | NPC1 promoter act
CC(C)c1ccc(NC(=O)C2CCC(CNC(=O)[C@@H]3Cc4ccccc4CN3)CC2)cc1 (stereo partly drawn) | 10% | 4% | 7% | 17 | 3% | 3% | -1% | -5% | x | -6% | -1%
Cc1cc(C2=NNC(=Nc3ccc(S(=O)(=O)N4CCOCC4)cc3)SC2)c(C)n1CC1CCCO1 (stereo not drawn) | -11% | 0% | 10% | -13 | u | -14% | -19% | -4% | -2% | 2% | -18%
CCCSc1nc(NCc2ccco2)c2c3c(sc2n1)COC(C)(C)C3 | 1% | 13% | -1% | -5 | 6% | 2% | u | 5% | 0% | u | -3%
CC1CCC(NC(=O)CC2Oc3ccccc3NC2=O)CC1 (stereo not drawn) | 2% | 0% | -23% | 20 | 12% | -4% | 1% | 0% | 2% | 0% | 1%
CSc1nc(C)c(CCO)c(=O)[nH]1 | -2% | -1% | -8% | 15 | 7% | -6% | -2% | -1% | 3% | -13% | 0%
Cc1cc(C)cc(OCC(=O)NN2Cc3ccccc3C2=N)c1 | 2% | -4% | 36% | -1 | 0% | -4% | 4% | -1% | 10% | 0% | 1%
CCC(C)NC(=O)c1ccc(NC(=O)CC2SC(N3CCCC3)=NC2=O)cc1 (stereo not drawn) | 4% | -3% | x | -6 | x | 3% | x | 7% | x | x | -4%
CCOC(=O)c1ccc(CSC(=N)N)o1 | u | -52% | 1% | -20 | x | -3% | -1% | -15% | -1% | -4% | -3%
COC(=O)c1c(C(=O)OC)c(-c2cccc(C)c2)n2c1CS(=O)(=O)C2 | 3% | -12% | -2% | -13 | -10% | -8% | -2% | -1% | -2% | -10% | -5%
Cc1c(C(C)C)c(=O)n(-c2ccc(S(=O)(=O)NC3CC3)cc2)n1C | -4% | -26% | 10% | -21 | -5% | -2% | 0% | -1% | -3% | -5% | -2%
CCOC(=O)c1cnc2c(c(C)nn2CC)c1Cl | 1% | 17% | -14% | -8 | 6% | -4% | 2% | 3% | 7% | -13% | -2%
Cc1ccc2c(c1)N(CC(=O)Nc1nccs1)C(=O)CO2 | 12% | -8% | x | 15 | x | 0% | -1% | 7% | x | x | -3%
CCC(C)c1ccc(S(=O)(=O)N2CCN3CCCC3C2)cc1 (stereo not drawn) | 4% | -10% | 3% | 3 | u | -1% | 0% | -4% | -4% | 4% | -8%
Cc1cc(-c2ccccc2)nc(N/N=C/c2ccccc2F)n1 | 3% | 68% | u | 1 | 29% | u | 11µM* | x | -1% | 18µM* | u
O=C(CCc1ccc(S(=O)(=O)N2CCOCC2)cc1)Nc1nc(COc2ccccc2)cs1 | -15% | -64% | -39% | -3 | 19% | -25% | u | -4% | -2% | u | -12%
N#CCCN(C(=O)Nc1ccccc1)c1ccccc1 | 4% | -6% | -1% | 9 | -21% | 0% | 7%[2.3 µM] | -1% | -1% | -2% | -5%
Cc1ccc2c(c1)N(C(=O)CCC(=O)N1CCN(c3ccccn3)CC1)CCO2 | -1% | 18% | -15% | -4 | -10% | -1% | 0% | 7% | 5% | 5% | -2%
COC(=O)n1c(=S)oc2cc(Cl)ccc21 | -2% | x | -25% | x | 8% | 3% | u | 2% | -9% | -5% | 3%
Cc1c(C)c2c(c(C)c1O)CC[C@@](C)(CCC[C@H](C)CCC[C@H](C)CCCC(C)C)O2 | x | 8% | 20%&-3%&19% | 9 | -17% | x | x | x | x | 11%&2%&5% | x
Cc1cc(CSc2nc(C)cc(=O)[nH]2)c2ncccc2c1 | -2% | -7% | -34% | 0 | -22% | -1% | u | -10% | 8% | 15% | -1%
S=C(Nc1cccc(Cl)c1)NC1CCCCC1 | -1% | 3% | 3.5µM* | -2 | u | 4% | u | 9% | -3% | 10µM* | 2%
CCOc1ccc(NC(=O)C2CC(C)=C(C)CC2C(=O)O)cc1 (stereo not drawn) | 1% | -5% | -9% | -21 | -21% | 1% | 2% | 6% | 7% | 3% | 1%
Cc1cc(C)c(C)c(S(=O)(=O)N2CCN(c3ccccn3)CC2)c1C | -2% | -27% | -15% | 6 | -7% | -4% | 1% | -2% | -10%[0.46 µM] | 6% | 0%
Clc1ccc(Cc2ccccn2)cc1 | 2% | 5% | x | 1 | x | 1% | -1% | 11% | x | x | -1%
COc1cc(C(=O)NCCCc2ccccc2)cc(OC)c1OC | 5% | -31% | 12% | -1 | -29% | -6% | 0% | 1% | 1% | 5% | 0%

3 of the entries above in order of their number in NPC1 promoter act, rising.
molecule	BRCA1 expr act	RORg inh	Menin MLL FP TR	Rab9 promoter act	p53 reactivation	NPC1 promoter act
Cc1cc(C2=NNC(=Nc3ccc(S(=O)(=O)N4CCOCC4)cc3)SC2)c(C)n1CC1CCCO1 (stereo not drawn)	0%	10%	u	-14%	-4%	-18%
CCC(C)NC(=O)c1ccc(NC(=O)CC2SC(N3CCCC3)=NC2=O)cc1 (stereo not drawn)	-3%	x	x	3%	7%	-4%
COC(=O)n1c(=S)oc2cc(Cl)ccc21	x	-25%	8%	3%	2%	3%

Later entries
SMILES | ELG1 genotox | BRCA1 expr act | RORg inh | Giardia killer | Menin MLL FP TR | Rab9 promoter act | FLuc modulator | p53 reactivation | PKM2 act | Gal4-VP16 FLuc | NPC1 promoter act
O=C(Cc1ccccc1)Nc1ccc(S(=O)(=O)N2CCCC2)cc1 | 4% | -1% | -27% | 4 | u | 9% | -5% | 1% | x | u | 2%
C/C(=N/NC(=O)CN1CCN(S(=O)(=O)c2ccc(C)cc2)CC1)c1cccc(O)c1 | -2% | 7% | 0% | 7 | x | 0% | -1% | -2% | 6% | 9% | 1%
CCCCn1c(N)c(N(CCOC)C(=O)c2ccc(COc3ccccc3)o2)c(=O)[nH]c1=O | 2% | -8% | x | 3 | x | 3% | 3% | -2% | x | x | 1%
O=C(NC(=S)N(CCO)Cc1ccccc1)c1ccc(F)cc1Cl | 2% | 0% | 0.56µM* | 24 | -8% | 0%[1.84 µM] | -1% | -4% | x | 2.8µM* | -1%
CC(=O)N1CCN(c2nnc(-c3ccccc3)c3ccccc23)CC1 | 2% | -3% | 14% | 48[activator] | -19% | -1% | -2% | -4% | x | 2% | 2%
CCOC(=O)c1c(NC(=O)CSc2nc3cc(Cl)ccc3c(=O)n2Cc2ccco2)sc(C(=O)N(C)C)c1C | -3% | -55% | -39% | 5 | 1% | -3% | 1% | -11% | u | -14% | -6%
O=C(N/N=C/c1ccc(Cl)cc1Cl)Nc1ccccc1 | 16% | 0% | u | 0 | -1% | 29% | u | -4% | 0% | -22% | 1%
Cc1ccc(S(=O)(=O)N2[C@@H](c3cccc(Cl)c3)C(C(=O)O)=CC[C@H]2c2ccc(Cl)cc2)cc1 | -2% | 0% | x | u | x | -5% | -2% | -3% | x | x | -1%
CCn1c(C)cc(/C=C2\SC(=O)N(CC(=O)Nc3ccc(C)c(C)c3)C2=O)c1C | 4% | -38% | 12% | -3 | u | -4% | -13% | -3% | 0% | -16% | -6%
COc1ccc(CCNC2=NCC(C)S2)cc1 (stereo not drawn) | 3% | 3% | -20% | 14 | 8% | 6% | -1% | 4% | 0% | 7% | 30%
Cc1ccccc1NC(=O)CSCC(=O)Nc1ccccc1C | -4% | -1% | 0% | -5 | 9% | 1% | 5% | 0% | -5% | -4% | -2%

Random excerpt: 4 compounds from above, in no set order.
SMILES | ELG1 genotox | BRCA1 expr act | RORg inh | Giardia killer | Menin MLL FP TR | Rab9 promoter act | FLuc modulator | p53 reactivation | PKM2 act | Gal4-VP16 FLuc | NPC1 promoter act
O=C(N/N=C/c1ccc(Cl)cc1Cl)Nc1ccccc1 | 16% | 0% | u | 0 | -1% | 29% | u | -4% | 0% | -22% | 1%
Cc1ccccc1NC(=O)CSCC(=O)Nc1ccccc1C | -4% | -1% | 0% | -5 | 9% | 1% | 5% | 0% | -5% | -4% | -2%
COc1ccc(CCNC2=NCC(C)S2)cc1 (stereo not drawn) | 3% | 3% | -20% | 14 | 8% | 6% | -1% | 4% | 0% | 7% | 30%
CC(=O)N1CCN(c2nnc(-c3ccccc3)c3ccccc23)CC1 | 2% | -3% | 14% | 48[activator] | -19% | -1% | -2% | -4% | x | 2% | 2%
